Screens (PubChem BioAssay)
STAT3 act – increases IL-6 driven STAT3 reporter signal | U3A cells, IL-6 STAT3-luciferase reporter, luminescence; 100% = signal with IL-6 EC80 alone | activation (% of control), % at 5.6 µM | hit rate 0.91% among 190,000;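 active = activation above the screen-wide mean of compound activation plus 3 SD, cut at about 130% in these data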;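 note: 0% = background luminescence of wells with medium and substrate only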
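Material: human STAT1-deficient U3A cells with stable STAT3-luciferase reporter / Probe or stimulus: IL-6 stimulus at 33 ng/mL final / Schedule: 1 h compound pre-exposure, 6 h IL-6 stimulation, 37 °C / Technique: luminescence / Read-out basis: percent of IL-6-only median luminescence / Control set: IL-6-only high control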
STAT1 blocker – STAT1 signaling inhibition; AID 920; hit rate 0.35% among 200,000; NIH 3T3 STAT1-luciferase reporter, IFN-gamma, luminescence; inhibition, % at 5.5 µM;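 active = inhibition above a set limit, the mean inhibition across all tested compounds plus 3 SD, cut at about 34% in these data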;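 note: 0% = IFN-gamma with DMSO and 100% = IFN-gamma with 300 µM nifuroxazide; values of inactives mirror those of a sister screen read the other way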
TLR4 MyD88 comp – inhibitors of human TLR4-MyD88 binding; O00206+Q99836; HeLa CL3-4 TLR4/MyD88 BLA complementation, FRET ratio; inhibition, % at 8.4 µM; hit rate 0.18% among 200,000; AID 861; in the data active = inhibition above about 25%;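 note: 0% = vehicle and 100% = reference inhibitor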
Target sequence (O00206 whole entry, looked up): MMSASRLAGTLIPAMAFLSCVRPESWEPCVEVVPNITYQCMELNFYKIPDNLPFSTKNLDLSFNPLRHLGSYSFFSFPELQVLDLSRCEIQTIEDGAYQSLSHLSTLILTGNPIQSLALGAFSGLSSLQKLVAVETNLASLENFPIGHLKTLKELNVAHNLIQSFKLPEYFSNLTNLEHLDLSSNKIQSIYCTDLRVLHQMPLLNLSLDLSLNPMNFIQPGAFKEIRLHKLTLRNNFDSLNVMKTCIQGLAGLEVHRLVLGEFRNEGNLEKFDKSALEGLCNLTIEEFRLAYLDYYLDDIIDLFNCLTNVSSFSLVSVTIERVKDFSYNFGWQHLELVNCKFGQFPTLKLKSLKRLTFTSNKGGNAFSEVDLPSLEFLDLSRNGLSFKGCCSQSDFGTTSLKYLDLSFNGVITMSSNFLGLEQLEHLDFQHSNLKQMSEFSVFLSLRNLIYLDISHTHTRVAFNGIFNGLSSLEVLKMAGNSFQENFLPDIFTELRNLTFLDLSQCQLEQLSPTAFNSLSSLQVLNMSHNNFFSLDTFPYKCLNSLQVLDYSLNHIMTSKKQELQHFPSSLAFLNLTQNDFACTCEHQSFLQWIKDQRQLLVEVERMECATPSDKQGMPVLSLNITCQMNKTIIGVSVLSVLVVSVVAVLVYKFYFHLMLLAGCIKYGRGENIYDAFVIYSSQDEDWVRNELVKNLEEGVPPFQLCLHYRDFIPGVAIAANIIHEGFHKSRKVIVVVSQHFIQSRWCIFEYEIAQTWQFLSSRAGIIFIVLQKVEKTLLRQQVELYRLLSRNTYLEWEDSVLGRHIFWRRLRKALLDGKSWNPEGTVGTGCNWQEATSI
Target sequence (Q99836 whole entry, looked up): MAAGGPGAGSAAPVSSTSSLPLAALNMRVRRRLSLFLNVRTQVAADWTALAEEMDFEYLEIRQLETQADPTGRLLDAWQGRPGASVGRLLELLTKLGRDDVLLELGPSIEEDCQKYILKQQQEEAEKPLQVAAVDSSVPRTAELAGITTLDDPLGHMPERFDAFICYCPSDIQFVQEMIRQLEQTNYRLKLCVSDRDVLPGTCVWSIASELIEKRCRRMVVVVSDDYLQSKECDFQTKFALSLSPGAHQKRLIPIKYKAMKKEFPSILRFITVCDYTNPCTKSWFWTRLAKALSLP
Hsp70 activator – transcriptional activators of Hsp70 | HeLa Hsp70 promoter luciferase reporter, luminescence; scaled: vehicle 0, proteasome-inhibitor control 100% | activation, % at 10 µM | hit rate 0.04% among 200,000;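 active = activation above the mean across all tested compounds plus 3 SD, cutoff set per campaign, cut at about 5.5% in these data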;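 note: 100% = MG132 at 30 µM as the positive control and 0% = DMSO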
DTT redox prof – compounds producing H2O2 with reducing agent – biochemical, NIH compound library profiling, artefact control for MLSCN library redox annotation, primary screen. hit rate 0.03% among 200,000. DTT-dependent redox cycling H2O2, phenol red/HRP absorbance; 100% = 100 µM peroxide control, 0% = buffer. AID 878. activation, % at 10 µM;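 active = activation of at least 50% relative to the plate's high and low controls in the primary single-dose screen; inactive = activation below 50%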;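 note: compound incubated with DTT at 0.8 mM final as the reducing agent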
NF-kB expr up – raises NF-kB expression in human neuronal cells; NF-kB reporter expression; active compounds read high; fold change at 12.5 µM; hit rate 1.6% among 190,000; AID 1239; in the data active = fold change above about 3.3
STAT3 inh – inhibitors of IL-6 induced STAT3 signaling. U3A cells, IL-6 STAT3-luciferase reporter, luminescence; host cell line lacks STAT1. inhibition, % at 5.5 µM. hit rate 0.89% among 190,000. AID 862;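 active = inhibition above the mean inhibition across all screened compounds plus 3 SD, cut at about 44% in these data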;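 note: 0% = DMSO only wells and 100% = 100 µM nifuroxazide control wells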
APP 5'UTR act – APP 5'UTR luciferase reporter activation; SH-SY5Y APP 5'UTR luciferase reporter, luminescence; zero percent = DMSO vehicle wells; activation, % at 2 µM; hit rate 1% among 190,000; AID 1276;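 active = activation above a set limit, based on mean plus 3 SD of controls, cut at about 140% in these data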; note: values of inactives mirror those of a sister screen read the other way
STAT1 activator – STAT1 signaling activation; NIH 3T3 STAT1-luciferase reporter, IFN-gamma, luminescence; 100% = IFN-gamma alone, no compound; hit rate 2.6% among 200,000; activation (% of control), % at 5.5 µM;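 active = activation above the screen-wide mean activation plus 3 SD, cut at about 130% in these data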;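 note: raw ratio to IFN-gamma control signal so 100% means no change and 0% no light; values of inactives mirror those of a sister screen read the other way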
HMGR II inh – blocks class II HMG-CoA reductase of Enterococcus faecalis; purified E. faecalis HMGR, NADPH absorbance 340 nm kinetic; inhibition, % at 10 µM; hit rate 0.41% among 190,000;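 active = inhibition above a set limit, the median over all tested compounds plus 3 SD, cut at about 9.5% in these data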;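 note: enzyme runs in reverse so mevalonate oxidation gives rising NADPH absorbance; 0% = complete reaction with DMSO and 100% = background rate lacking mevalonate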
* = called active by the depositor; nt = not tested or not shown. Compounds as they come; overall some 5.6% were active at least once.

SMILES	STAT3 act	STAT1 blocker	TLR4 MyD88 comp	Hsp70 activator	DTT redox prof	NF-kB expr up	STAT3 inh	APP 5'UTR act	STAT1 activator	HMGR II inh
Cc1nc(SCC2(C)CC2(Cl)Cl)n[nH]1 (configuration not stated)	102	-4	6	-0.1	-0.4	1.2	8	6	102	-3
CC(=O)NC(Cc1ccccc1)C(=O)NC1CCN(c2ncccc2[N+](=O)[O-])CC1 (configuration not stated)	100	2	4	-0.2	0.2	1.4	-3	-6	98	-5
CCn1c(SCC(=O)Nc2cc(OC)c(OC)c(OC)c2)nnc1-c1cccs1	92	9	6	-0.5	0.5	0.72	13	6	92	1
COc1cc(N(C)C)c(NC(C)=O)cc1C(=O)O	92	-2	-10	0.4	0.8	0.81	14	-6	102	-2
COc1ccc([N+](=O)[O-])cc1COc1ccc2c(-c3ccccc3)cc(=O)oc2c1	101	3	-16	-0.3	2.4	1.3	-1	-4	97	-3
CCOC(=O)c1c(-c2ccc(Cl)cc2)c(C#N)c(=O)n(N)c1N	120	-9	-5	-0.2	-1.2	1.8	-18	-10	108	2
c1ccc(CN2CCC(N=C3NN=C(c4ccc5c(c4)OCCO5)CS3)CC2)cc1	104	-19	2	0.1	0.0	0.68	0	35	114	-1
CCOc1ccccc1C1C(C(=O)OC)=C(N)OC2=C1C(=O)CCC2 (configuration not stated)	109	-2	11	-0.2	-2.2	1.2	-4	-17	103	0
CC(NC(=O)CSc1nc2ccccc2n1CCC#N)c1ccc(F)cc1 (configuration not stated)	101	2	7	-0.2	0.2	1	-2	2	98	nt
CCSc1nc(C)c(CCOc2cccc(C)c2)c(=O)[nH]1	95	-3	-1	-0.4	-0.9	1.1	16	18	102	-1
O=C(OCN1C(=O)c2ccccc2C1=O)C1CCCCC1	100	6	-8	0.1	-0.8	0.97	6	3	94	-2
Cn1c(SCC(=O)N2c3ccccc3CCc3ccccc32)nnc1-c1ccc(O)cc1	93	6	-2	-0.3	-0.3	0.98	8	-13	95	-3
CCN(CCCNC(=O)CNC(=O)Cn1cnc2ccccc2c1=O)c1cccc(C)c1	102	5	-8	0.0	-2.7	0.84	4	-24	97	-5
CCN(CC)CCNCc1cc(Cl)ccc1OCc1ccccc1F	91	-3	-2	-0.4	-0.4	1	15	7	100	-8
CCOc1ccc(-c2nc3ccccc3c(=O)o2)cc1	101	-23	5	-0.1	1.4	6.3*	5	112	121	12*
COc1ccc2c(c1)CCC1=C2NC(=S)NC1c1ccc(N(C)C)cc1 (configuration not stated)	97	5	12	-0.3	-1.0	1.1	9	8	94	-2
CN(CC(CC(=O)Nc1nncs1)c1ccccc1)S(=O)(=O)c1ccc(Br)cc1 (configuration not stated)	104	7	-2	-0.2	0.1	0.6	4	-3	93	-7
COC(=O)/C(C(C)=O)=C(/C=C/C=C/N(C)C)N(C)C	98	1	1	-0.1	0.7	1.4	4	8	99	1
CC(=O)Nc1ccc(OC/C=C(\C)Cl)cc1	93	-2	11	-0.2	-3.3	1.3	12	7	102	0
COc1ccc(CN2C(=O)C3C4C=CC(C4)C3C2=O)cc1 (configuration not stated)	95	0	-5	-0.3	-0.6	1.1	10	9	100	-3
CCN1C(=O)c2ccc(C(=O)Nc3nccs3)cc2C1=O	95	-18	1	0.1	1.0	1.3	10	-12	113	3
CC1(C)CC(=O)C=C(NCC(=O)O)C1	100	4	-15	0.2	1.1	0.7	3	9	97	0
CN(C)c1ccc(/C=C/c2nc3ccccc3s2)cc1	14	91*	45*	-0.8	-4.8	0.6	108*	14	17	-5
Cc1ccc(NC(=O)CN2C(=O)NC3(CCC(C)CC3)C2=O)c(Cl)c1 (configuration not stated)	110	-2	-4	-0.1	1.5	0.91	-8	17	102	2
O=[n+]1cc(-c2ccc(Br)cc2)n([O-])c2c1CCC2	108	-8	-9	-0.2	-0.1	1.3	-6	-10	107	2
Cc1cc(C)n(CC(=O)N2c3ccccc3Sc3ccc(C(F)(F)F)cc32)n1	101	1	12	-0.2	1.2	1.2	7	-20	99	-4
Cn1cccc1/C=N/NC(=O)c1ccc(OC(F)(F)C(F)F)cc1	104	-17	-4	-0.3	-0.2	1.3	-1	19	115	-1
COc1ccc(NC(=O)C(=O)NCCC2=CCCCC2)c(OC)c1	96	-4	3	-0.1	0.0	1.1	2	7	103	-3
N#C/C(=C\C=C\c1ccccc1[N+](=O)[O-])C(=O)NC1CCCCC1	117	12	-12	1.4	0.2	1.1	-11	-2	88	-2
O=C(NCCN=C1NS(=O)(=O)c2ccccc21)c1ccc(S(=O)(=O)N2CCOCC2)cc1	106	0	-21	-0.2	0.6	1	-4	5	100	-2
COc1cc(NC(=O)c2ccccc2)cc(OC)c1	99	-15	-1	0.4	-0.1	3.4*	7	137*	113	0
CCN(Cc1ccncc1)C(=O)CSc1ccc2ccccc2c1	108	-2	5	-0.3	-1.6	1.1	-2	0	101	-2
O=C(NCc1cccnc1)c1cccnc1Sc1ccc(Cl)cc1	114	6	9	1.9	2.1	1.1	-15	5	95	-6
O=C(Cn1nc(-c2ccccc2F)ccc1=O)NCc1ccc2c(c1)OCO2	99	3	3	-0.2	0.4	1.2	9	8	98	1
COc1ccc(N2CCN(C(=O)c3ccc(NS(=O)(=O)c4ccc(F)c(F)c4)cc3)CC2)cc1	94	-4	10	-0.3	3.5	0.99	13	2	103	-5
O=C(NC1CCN(Cc2ccccc2)C1)c1cc(COc2ccc(F)cc2F)on1 (configuration not stated)	102	7	-3	0.1	0.6	1.1	3	4	92	-1
CC(=O)N1CCc2c(sc(NC(=O)C3CC3)c2-c2nc3ccccc3s2)C1	103	0	-5	0.1	-0.2	0.56	-4	-20	101	-2
O=C(CCn1nc(-c2ccc(Cl)cc2)ccc1=O)N1CCOCC1	106	-2	-8	0.1	-4.2	1.1	1	-9	102	2
Cc1ccccc1-n1c(=O)cc(N2CCN(Cc3ccccc3)CC2)[nH]c1=O	104	2	-1	-0.1	-1.3	1.1	-5	18	99	-6
O=C(CSc1nc(Cc2ccccc2)nc2ccccc12)Nc1ccc2c(c1)OCCO2	100	5	-4	0.2	0.4	1.2	0	1	96	-1

Looked up one by one from the list above:
SMILES	STAT3 act	STAT1 blocker	TLR4 MyD88 comp	Hsp70 activator	DTT redox prof	NF-kB expr up	STAT3 inh	APP 5'UTR act	STAT1 activator	HMGR II inh
CC(=O)N1CCc2c(sc(NC(=O)C3CC3)c2-c2nc3ccccc3s2)C1	103	0	-5	0.1	-0.2	0.56	-4	-20	101	-2
O=[n+]1cc(-c2ccc(Br)cc2)n([O-])c2c1CCC2	108	-8	-9	-0.2	-0.1	1.3	-6	-10	107	2

(cont.)
SMILES	STAT3 act	STAT1 blocker	TLR4 MyD88 comp	Hsp70 activator	DTT redox prof	NF-kB expr up	STAT3 inh	APP 5'UTR act	STAT1 activator	HMGR II inh
Cc1cc(Oc2ccc(Br)cc2)nc(SCC(=O)c2ccccc2)n1	115	-3	-3	-0.3	-0.2	1.4	-21	7	102	0
Cc1ccc(N=c2c([N+](=O)[O-])nn(-c3ccc4c(c3)OCCO4)n2O)cc1F	73	16	-6	-0.4	10	1	36	-19	83	-4
O=C(COC(=O)C1CC(=O)N(Cc2ccccc2)C1)Nc1ccc2c(c1)OCO2 (configuration not stated)	103	-6	-6	-0.3	-0.1	1.1	4	-53	106	2
Cc1ccc(S(=O)(=O)N(C)C)cc1NC(=S)Nc1ccc2[nH]c(=O)[nH]c2c1	109	-8	-6	0.0	-0.8	0.97	-3	-14	106	-1
CN1CCN(c2ccc(C(=O)c3ccc(Br)cc3)cc2[N+](=O)[O-])CC1	103	-15	12	-0.3	-0.3	0.93	-1	-4	112	-2
O=C(CSc1nccn1-c1ncc(C(F)(F)F)cc1Cl)c1ccc(Cl)cc1	197*	-36	7	-0.1	2.1	0.67	-101	-12	133*	-5
CCOc1ccc(NS(=O)(=O)c2ccc(OC)c(C)c2)cc1	100	-2	-1	-0.3	0.8	1.2	1	-9	102	2
Cc1nn2c3ccccc3nc2c2ccccc12	134*	-21	5	-0.3	0.2	1.1	-41	-6	115	0
CC(Cc1cccs1)NC(=S)Nc1ccc(Cl)cc1 (configuration not stated)	87	4	-3	-0.5	-0.1	1	19	8	97	-2
CC1(C)CC2CC(C)(CN2c2ncnc3ccccc23)C1 (configuration not stated)	80	16	-1	-0.5	0.3	0.95	26	-7	85	-2
CC(C)c1csc(CN2CCC(N3CCC(C(=O)NCC4CCCO4)CC3)CC2)n1 (configuration not stated)	102	0	-19	-0.3	-1.3	1.1	3	-1	99	-7
CCOC(=O)C(NC(C)=O)(Nc1cccc(F)c1)C(F)(F)F (configuration not stated)	90	2	-9	-0.1	0.8	0.87	23	2	98	2
CS(=O)(=O)N(CC(=O)Nc1ccc2c(c1)OCCO2)c1ccc2c(c1)OCO2	94	-10	16	-0.1	0.2	1.1	11	-3	109	0
Cn1c(=O)c2c(ncn2CC(=O)OCC(=O)NCc2ccccc2Cl)n(C)c1=O	106	-1	1	-0.1	-0.7	1.3	-10	-5	103	-1
CCOCCCNC(=O)c1c[nH]c2cc(C)ccc2c1=O	97	-7	-4	-0.4	-0.2	1	10	2	107	-1
CN(C(=O)c1ccc2c(Cl)c3c(nc2c1)CCC3)c1ccccc1	114	-22	-5	1.3	-0.6	2	-16	49	120	-1
Cc1cccc(-n2nnnc2SCC(=O)NCCN2C(=O)CSC2=O)c1	100	-1	-7	-0.3	-0.4	1	4	8	101	2
O=C1NC(=S)N/C1=C\c1ccc(N2CCOCC2)cc1	96	-24	7	-0.1	0.0	1.3	6	10	121	-7
O=C(Nc1cccc(-c2cnc3ccccc3n2)c1)c1ccco1	96	-29	8	-0.1	0.4	0.64	8	nt	126	-2
O=C(NCc1ccco1)c1sc2cccc(F)c2c1Cl	92	-29	10	0.1	-0.1	1.5	13	41	120	-4
CC1CC1C(=O)Nc1nc(-c2ccc(Cl)s2)cs1 (configuration not stated)	83	10	-1	-0.1	0.2	1.1	24	15	90	4
CCCc1c(O)nc(SCC(=O)NCc2ccco2)[nH]c1=O	93	5	-1	-0.4	-0.1	1.4	16	-2	93	0
CC(C)(C)Nc1nc(OCC(F)(F)F)nc(OCC(F)(F)F)n1	108	3	2	-0.1	2.1	0.82	-3	-6	97	0
CCC1(C)Cc2nc3[nH]c(=S)n(-c4ccc(C)cc4)c(=O)c3cc2CO1 (configuration not stated)	94	14	-4	-0.2	0.3	0.94	9	6	88	2
Cc1c(C(=O)Nc2c(C)n(C)n(-c3ccccc3)c2=O)oc2ccccc12	107	0	-4	-0.1	2.5	0.82	-4	12	100	-3
O=c1c2ccccc2nc(SCc2cc(F)ccc2F)n1C1CCCC1	101	-9	-17	-0.1	0.0	0.92	7	4	108	-2
CCOc1ccc(C(C)=O)cc1COC(=O)c1cccnc1SC	90	11	-10	-0.2	-1.4	1.4	15	-7	88	-3
COc1cc2c(cc1NC(=O)c1cccnc1)oc1ccccc12	109	-28	-8	-0.1	0.1	2	-11	49	125	1
N#C/C(=C\c1cccc(Oc2ccccc2)c1)C(=O)N1CCOCC1	90	3	6	0.2	0.0	1.1	14	23	97	-1
